Source: PubChem BioAssay (The Scripps Research Institute Molecular Screening Center)
V1aR counter – V1a receptor agonism, counter-screen for OXTR agonists. P37288. CHO-V1R cells, Fluo-8 calcium fluorescence, agonist mode; 0% DMSO, 100% 3 nM vasopressin. activation, % at 3 µM. AID 2797. actives 0.25% (n = 320,000);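 active = activation above the mean activation of all tested compounds plus 3 SD, per screening run, cut at about 20% in these data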;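 note: signal is peak over basal fluorescence ratio across a 100 second FLIPR read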
Target sequence (P37288 whole entry, looked up): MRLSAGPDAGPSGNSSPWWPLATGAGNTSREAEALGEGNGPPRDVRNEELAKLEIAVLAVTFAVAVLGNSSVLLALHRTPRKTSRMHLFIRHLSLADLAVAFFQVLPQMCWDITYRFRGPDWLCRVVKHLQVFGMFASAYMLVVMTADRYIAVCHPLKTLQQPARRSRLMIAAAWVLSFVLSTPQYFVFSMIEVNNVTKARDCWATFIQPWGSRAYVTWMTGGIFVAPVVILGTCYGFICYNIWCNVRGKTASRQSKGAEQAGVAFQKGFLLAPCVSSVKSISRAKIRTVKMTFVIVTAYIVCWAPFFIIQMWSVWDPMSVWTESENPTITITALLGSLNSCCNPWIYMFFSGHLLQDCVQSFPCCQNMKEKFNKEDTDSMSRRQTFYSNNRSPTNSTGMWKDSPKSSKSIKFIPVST
TAAR1 ag – agonists of human TAAR1; actives 0.99% (n = 360,000); CHO RD-HGA16 TAAR1, Fluo-8 calcium fluorescence; vehicle wells 0%, saturating PEA agonist 100%; activation, % at 3 µM; Q96RJ0;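 active = activation above the mean activation of all test compounds in the run plus 3 SD, cut at about 38% in these data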
Target sequence (Q96RJ0 whole entry, looked up): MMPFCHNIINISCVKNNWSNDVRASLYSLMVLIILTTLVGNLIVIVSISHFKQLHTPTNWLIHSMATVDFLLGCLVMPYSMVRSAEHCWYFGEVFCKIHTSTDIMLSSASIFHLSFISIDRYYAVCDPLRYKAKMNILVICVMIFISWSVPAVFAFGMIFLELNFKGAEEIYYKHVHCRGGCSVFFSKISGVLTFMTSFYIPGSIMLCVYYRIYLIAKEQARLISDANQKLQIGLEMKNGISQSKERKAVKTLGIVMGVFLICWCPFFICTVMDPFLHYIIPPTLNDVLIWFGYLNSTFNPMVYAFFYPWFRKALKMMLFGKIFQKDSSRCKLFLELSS
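Assay system: CHO-derived RD-HGA16 cells with stable Gα16 and human TAAR1; timing: 17-24 h seeding, 75 min 37 °C dye, 30 min RT; read-out: % activation from peak over basal fluorescence ratio, DMSO-to-PEA scaled; measured by: kinetic Fluo-8 calcium fluorescence; benchmarks: low control DMSO, high control PEA (EC100); doses: 3 µM single concentration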
OXTR potentiate – potentiators of human oxytocin receptor. P30559. CHO-OTR cells, Fluo-8 calcium fluorescence, potentiator mode; 0% = oxytocin EC15, 100% = EC100. activation, % at 3 µM. actives 0.061% (n = 320,000). AID 2445;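 active = activation above that plate's cutoff, the mean activation of tested compounds plus 3 SD, cut at about 6.6% in these data, passing the limit was not always enough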;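 note: 100% uses oxytocin at 75 nM as the full agonist control; some results filed as inactive read as strong as hits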
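assay system = CHO-OTR cells, human receptor | schedule = compound 6 min at room temperature before oxytocin, 100 s read | detection = Fluo-8 intracellular calcium fluorescence, ex 470-495, em 515-575 nm | evaluation = normalized max/min fluorescence ratio, % activation | control set = EC15 oxytocin alone as 0%, 75 nM oxytocin (EC100) as 100%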
M1 PAM parental – M1 PAM counterscreen hit in parental CHO-K1 cells. ATP EC20, Fluo-8 calcium fluorescence; 0% at ATP EC20, 100% at ATP max. AID 602247. actives 0.02% (n = 360,000). activation, % at 3 µM;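 active = activation above the run cutoff, the mean activation of all test compounds plus 3 SD, cut at about 40% in these data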;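 note: peak over basal fluorescence ratio in a 140 s read after ATP addition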
TAAR1 antagonist – human TAAR1 antagonism; inhibition, % at 3 µM; Q96RJ0; actives 1.5% (n = 360,000); CHO RD-HGA16 TAAR1, Fluo-8 calcium fluorescence, antagonist; AID 624466;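 active = inhibition above a per-plate cutoff, the mean inhibition of test compounds on that plate plus 3 SD, cut at about 49% in these data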;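 note: 0% = DMSO plus EC80 beta-PEA response and 100% = DMSO alone without agonist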
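Material: CHO RD-HGA16 cells bearing hTAAR1; compound dosing: one-point dosing, 3 µM nominal final; schedule: dye loading 75 min at 37 °C, then 30 min room temperature; measured by: calcium fluorescence with Fluo-8; control set: vehicle and agonist controls; replication: n of 1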
CHO-K1 Ca antag – nonselective inhibitor or artifact in parental CHO-K1 cells; ATP-induced calcium, Fluo-8 fluorescence; inhibition, % at 3 µM; actives 0.6% (n = 360,000);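 active = inhibition above a per-plate cutoff, the plate's mean sample inhibition plus 3 SD, cut at about 24% in these data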;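 note: 0% = DMSO plus EC80 ATP and 100% = DMSO alone without ATP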
M1 ag – activates human CHRM1 receptor | P11229 | CHO-K1 hM1, Fluo-8 calcium fluorescence, agonist mode; 0% DMSO, 100% acetylcholine EC100 | activation, % at 3 µM | actives 0.33% (n = 360,000);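 active = activation above the run's mean compound activation plus 3 SD, cut at about 16% in these data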;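 note: peak over basal fluorescence ratio within a 140 s kinetic read after compound addition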
CHO parental Ca – counter-screen for OX1R antagonists: effect in parental CHO cells | parental CHO-K1, ATP-induced calcium, Fluo-8 fluorescence | inhibition, % at 5.6 µM | actives 0.63% (n = 330,000);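 active = inhibition above that plate's mean sample inhibition plus 3 SD, cut at about 26% in these data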;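 note: 0% = ATP-challenged DMSO wells and 100% = DMSO wells without ATP; some compounds past the cut are filed as inactive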
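Material: parental CHO cells / Compound: single nominal dose of 5.6 µM per compound / Signal: Fluo-8 fluorescence / Replicates: singlicate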
CHO-K1 Ca ag – M1 agonist counterscreen hit in parental CHO-K1 cells. actives 0.48% (n = 360,000). Fluo-8 calcium fluorescence; scaled to maximal ATP response, vehicle zero. activation, % at 3 µM; in the data active = activation above about 15%;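 note: untransfected CHO-K1 host cells lacking M1 receptor as counterscreen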
The depositor's hits bear a star; nt = not tested or not shown.

Values run as follows: V1aR counter	TAAR1 ag	OXTR potentiate	M1 PAM parental	TAAR1 antagonist	CHO-K1 Ca antag	M1 ag	CHO parental Ca	CHO-K1 Ca ag
#1 Cc1ccccc1N1CCN(C2CCCN(C(=O)CCC3(C)CC3)C2)CC1 (centres undefined)
    -1.3	0	1	-4	-32	-5	-5	-5	-0.3
#2 O=C(CSC(=S)N1CCCC1)Nc1ncc(Cl)cc1Cl
    0.3	1	-6	-2	-5	6	-1	13	-0.3
#3 O=C(NCCc1ccc(Cl)cc1)Nc1ccc(F)cc1
    1.0	3	-18	-1	6	17	-6	2	4.6
#4 O=C(NCCCn1ccnc1)c1ccc(Br)s1
    nt	1	nt	11	-10	-2	-6	nt	2.0
#5 COC(=O)c1ccccc1NC(=O)Nc1ccc(C)cn1
    0.0	0	-16	5	12	-16	-4	-5	0.1
#6 Cc1ccc(COc2ccsc2C(=O)NN)cc1
    -0.1	2	-7	5	4	10	-6	-3	0.8
#7 CCCc1cc(=O)[nH]c(SCC(=O)N(Cc2ccccc2)C(C)C)n1
    1.7	3	-4	14	-1	-10	-4	-26	0.5
#8 O=C(NCc1ccccc1)C(=O)Nc1cccc(C(=O)O)c1
    -0.1	1	-3	4	-15	-8	-3	0	0.1
#9 CC(C)(C)OC(=O)N1CCC(NC(=O)c2nc[nH]c2C(=O)NCc2ccccc2)CC1
    -0.9	3	0	9	4	-11	-12	-24	0.5
#10 Cc1ccc(C#CC(C)(O)C(C)(C)C)cn1 (centres undefined)
    0.9	4	-7	-9	-26	-5	-2	7	0.2
#11 Cc1noc(C)c1C(=O)NC1CCCc2ccccc21 (centres undefined)
    0.2	7	-3	13	-24	-10	-4	-13	0.4
#12 Cc1cc(C)c(OCC(=O)Nc2ccc(N3CCOCC3)cc2)c(Br)c1
    -0.6	-2	-3	-9	-20	-1	-5	-13	0.7
#13 O=C(COC(=O)C1CCC(=O)N1)Nc1cccc([N+](=O)[O-])c1 (centres undefined)
    0.6	2	6	-15	-14	-3	-4	-5	0.2
#14 CC(C)CNS(=O)(=O)c1ccc(CCC(=O)NCc2cccnc2)cc1
    -0.3	9	-6	-1	-4	1	-5	-12	-0.3
#15 O=C(CCS(=O)(=O)c1cccs1)Nc1ccc(C(=O)NCc2cccs2)cc1
    0.2	6	5	12	0	-15	-6	-5	1.2
#16 CCc1ccc(NC(=O)c2cc(C(C)C)on2)cc1
    -0.4	2	-4	27	-1	-14	-7	-13	0.0
#17 O=C(O)/C=C/c1ccc(-c2cccc(C(F)(F)F)c2)o1
    1.1	1	-1	5	-13	-6	-6	-5	0.1
#18 O=C(Nc1ccccc1)c1cc([N+](=O)[O-])ccc1NCc1cccnc1
    -0.1	0	0	2	-1	1	-7	-13	0.1
#19 CCCCN(CC)C(=O)Cn1c(=O)sc2ccccc21
    -0.8	5	2	-1	3	10	-3	4	0.3
#20 COc1ccc2[nH]c(CN3CCN(CC(C)C)C(CCO)C3)c(C)c2c1 (centres undefined)
    -0.4	3	10	12	-30	-12	-8	-1	0.6
#21 O=C(Nc1ccc(S(=O)(=O)Nc2ccccn2)cc1)c1cccc(Br)c1
    0.8	3	-1	-1	10	4	1	0	0.2
#22 CCCS(=O)(=O)NC(=O)C1(C)CCCN(C(=O)c2c(F)ccc(C)c2F)C1 (centres undefined)
    nt	3	nt	1	-6	5	0	nt	0.1
#23 COc1ccc(OC)c(-c2csc(NC(=O)Cn3[nH]c(=O)c4ccccc4c3=O)n2)c1
    1.2	4	-6	13	54*	-8	-4	16	1.7
#24 COC(=O)CCN1CCN(S(=O)(=O)c2cccc(Br)c2)CC1
    0.3	1	-1	11	-5	-13	-4	-7	1.2
#25 O=S(=O)(c1ccc(Br)s1)N1CCN(CCc2ccccc2)CC1
    1.4	10	-6	16	11	-1	-1	-18	-0.1
#26 COc1ccc(/C=N/NC(=O)c2ccccc2O)cc1CN1CCOCC1
    1.8	0	-14	18	-9	-8	-3	4	0.5
#27 O=C(NC1CCCCC1)c1cc(-c2cccs2)on1
    2.6	40*	-5	-4	-10	-12	-2	-1	0.2
#28 COCCNC(=O)c1ccc(C)cc1C
    -0.2	5	-4	9	3	-3	-8	-1	0.5
#29 CC1(C)C2C/C(=N\O)C(C)(/[N+]([O-])=C/c3cccc([N+](=O)[O-])c3)CC21 (centres undefined)
    -0.8	2	1	18	18	-9	-7	-4	0.7
#30 COCCN(C(=O)CNC(=O)c1ccco1)C(C(=O)NC1CCCC1)c1ccccc1 (centres undefined)
    0.4	-1	-8	-2	-22	-12	-3	-10	0.0
#31 O=C(CCc1ccccc1)Nc1ccc(F)cc1F
    -0.8	1	-1	7	5	-11	-5	-15	0.3
#32 O=C(/C=C/c1ccc(Cl)c(Cl)c1)Nc1cccnc1
    0.3	15	-8	-3	2	4	0	-15	2.2
#33 Cc1cc(C)c(O)c(C2(O)C(=O)c3ccccc3C2=O)c1
    2.0	18	-4	-17	-16	4	-3	-3	1.0
#34 CCOc1ccc(OCCC(=O)OCC(=O)Nc2cc(S(=O)(=O)N3CCOCC3)ccc2C)cc1
    -0.5	2	-4	-7	-8	-8	-4	-22	0.4
#35 O=C(Nc1ccc(-c2nnc3n2CCCCC3)cc1)c1ccco1
    0.9	4	-8	13	-11	1	-7	2	-0.3
#36 O=C(NCc1ccccn1)c1ccccc1-c1ccccc1
    -1.1	7	1	12	-12	-8	-6	-5	0.4
#37 CCN(C[C@H]1N[C@@](CC)(C(=O)OC)[C@H]2C(=O)N(C)C(=O)[C@@H]12)C(=O)COC
    0.7	4	-3	9	-12	-16	-3	-2	0.2
#38 CN(C)c1nc(Oc2ccc(=O)n(-c3ccccc3)n2)nc(N2CCOCC2)n1
    -0.5	4	-3	8	15	2	-3	-6	-0.2
#39 Cc1ccc(CCNC(=O)c2cc(C)nn2-c2ccccc2)cc1
    -0.5	1	-2	13	-4	-14	-4	-22	0.1
#40 CCc1ccccc1NC(=O)C1CCN(C(=O)c2cccs2)CC1
    0.2	4	-5	23	-2	-13	-4	-4	2.2
#41 CCC(C)NC(=O)CCC(=O)Nc1ccc2nc(N3CCOCC3)cc(C)c2c1 (centres undefined)
    0.8	10	-18	12	5	-7	-5	3	0.3
#42 O=C1[C@@H](Oc2ccccc2)[C@@H](c2ccncc2)N1c1ccccc1
    nt	0	nt	11	12	-16	0	-16	3.3
#43 COc1ccc(N(CC(=O)N/N=C(\C)c2cccs2)S(=O)(=O)c2ccccc2)cc1Cl
    0.0	8	-1	nt	-9	nt	nt	6	nt
#44 Cc1cc(C)cc(SCc2noc(C(=O)NCCC(C)C)c2C(=O)NCCC(C)C)c1
    2.6	1	0	21	0	-20	-2	-11	0.4
#45 Cc1cc(C2=NNC(=NC3CC3)SC2)c(C)n1-c1c(C)n(C)n(-c2ccccc2)c1=O
    -0.2	3	-13	5	2	-4	-11	-16	0.4
#46 COC(=O)c1ccccc1Oc1ccc(NC(=O)CCCl)cc1
    0.7	3	-1	-13	-11	3	-6	-6	0.3
#47 CCCCc1cc(=O)oc2c(C)c(OCC(=O)NCC3CCC(C(=O)O)CC3)ccc12 (centres undefined)
    -0.2	2	7	4	-30	17	-5	-7	4.7
#48 O=C(CCCCCn1c(=O)[nH]c2ccccc2c1=O)N1CCN(Cc2ccc3c(c2)OCO3)CC1
    5.5	9	-22	13	27	7	-3	-28	3.5
#49 Cc1ccc2c(c1)CCCN2C(=O)c1ccncc1
    -0.4	9	-2	18	-11	-35	-2	-10	-0.1
#50 CC1CN(C(=O)CCC(=O)NCc2cccnc2)c2ccccc2O1 (centres undefined)
    -0.3	0	-4	-1	-16	11	-3	-6	-0.5

(listing goes on)
Values run as follows: V1aR counter	TAAR1 ag	OXTR potentiate	M1 PAM parental	TAAR1 antagonist	CHO-K1 Ca antag	M1 ag	CHO parental Ca	CHO-K1 Ca ag
#51 Cc1ccc2[nH]c(=O)c(CN(Cc3nnnn3C3CCCC3)C3CCCCC3)cc2c1
    0.2	11	-3	7	-3	-13	-6	-21	-0.3
#52 O=[N+]([O-])c1ccc(S(=O)(=O)Nc2ncccn2)cc1
    0.9	6	-17	-2	11	2	4	-5	-0.1
#53 Cc1cc(C(=O)N2CCC(C(=O)O)CC2)c(C)o1
    -1.6	0	-9	-28	-7	23	1	-6	-0.5
#54 O=C(CSc1nc2c(cnn2-c2ccc(F)cc2)c(=O)[nH]1)N1CCCc2ccccc21
    -0.8	1	-3	18	5	-25	-2	-22	0.2
#55 O=C(Nc1ccc2nc(C3CC3)n(Cc3ccc(F)cc3)c(=O)c2c1)c1ccco1
    3.1	15	-7	13	28	-9	-2	4	2.5
#56 N#Cc1ccccc1OCC(=O)NNC(=O)CCNC(=O)c1ccccc1
    1.4	-2	0	7	1	-10	2	-7	0.0
#57 O=C(NC(c1ccc(F)cc1)c1ccc2ccccc2n1)C1CCN(Cc2ccc(Oc3ccccc3)cc2)CC1 (centres undefined)
    nt	-1	nt	1	-20	-7	-7	nt	1.3
#58 CN(CC(=O)Nc1ccc(F)cc1)C(=O)Cn1c(=O)oc2ccccc21
    0.9	1	-4	-4	-13	-8	-4	-14	0.9
#59 Cn1c(SCc2ccccc2)nccc1=O
    nt	0	nt	-11	-11	-6	1	nt	-0.4
#60 O=C(NNc1nc2c(F)cc(F)cc2s1)c1ccccc1
    1.6	5	-8	-8	-17	-4	-2	8	1.1
#61 COc1ccccc1N1CCN(/N=C/c2cc(OC)c(OC(C)=O)c(OC)c2)CC1
    -0.7	0	-11	-5	-17	-4	-3	0	0.4
#62 CN(Cc1nc2ccccc2c(=O)[nH]1)C(=O)c1ccc(S(=O)(=O)N(C)C)cc1
    0.2	11	4	15	-7	-13	-5	-8	2.0
#63 C=CCc1cccc(/C=N/c2ncccc2O)c1O
    1.7	4	3	2	-6	-5	-2	-1	0.3
#64 CCOc1cc(NC(=S)NCC2CCCO2)c(OCC)cc1NC(=O)c1ccccc1 (centres undefined)
    -0.5	6	-2	-6	11	16	-5	-26	-0.4
#65 Cc1cccc2c1nc(-c1ccccc1)n1nnnc21
    0.8	9	9	14	0	-4	-4	4	0.4
#66 CCOC(=O)c1cc2sccc2n1CC(=O)Nc1ccc2c(c1)OCCO2
    0.7	3	-10	-6	-2	-2	-11	-21	0.2
#67 COc1ccc(C2=NN(C(=O)c3cccs3)C(O)(C(F)(F)F)C2)cc1 (centres undefined)
    -1.4	7	-8	39	28	-30	-6	-45	1.5

Entries listed above that bear a hit mark in TAAR1 antagonist.
nr	mol	TAAR1 antagonist	M1 ag
23	COc1ccc(OC)c(-c2csc(NC(=O)Cn3[nH]c(=O)c4ccccc4c3=O)n2)c1	54*	-4
